Compound activity as filed in PubChem BioAssay.
697 NFkB inh: lowers PMA/ionomycin-induced NF-kB signal in 697 B cells; AID 435022; inhibition, % at 4 µM; 330,000 compounds, 0.33% hits; 697 B-cell NF-kB luciferase reporter, 16 h; in the data active = inhibition above about 35%
Jurkat NFkB inh: inhibitors of the PMA/ionomycin-induced NF-kB reporter in Jurkat cells. 330,000 compounds, 0.53% hits. AID 435003. inhibition, % at 4 µM. PMA/ionomycin-induced NF-kB luciferase reporter, luminescence; in the data active = inhibition above about 50%
Gli-Sufu block: antagonists of Gli-Sufu signaling | 340,000 compounds, 0.74% hits | AID 588413 | Sufu-KO-LIGHT fibroblasts, Gli luciferase reporter luminescence | inhibition, % at 5 µM;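 active = inhibition above about 55%, limit read from the data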;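 also: 0% = DMSO-treated cells and 100% = wells with medium but no cells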
UBC13 inh: blocks human UBC13 polyubiquitin chain formation; P61088; TR-FRET; inhibition, % at 20 µM; 330,000 compounds, 0.47% hits; AID 485273; in the data active = inhibition above about 45%, passing the limit was not always enough
Target sequence (P61088 whole entry, looked up): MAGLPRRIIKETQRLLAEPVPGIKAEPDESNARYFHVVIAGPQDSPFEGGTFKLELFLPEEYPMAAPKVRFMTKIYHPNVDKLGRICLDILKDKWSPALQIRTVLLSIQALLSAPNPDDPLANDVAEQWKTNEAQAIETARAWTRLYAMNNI
APJ antag: antagonists of human APJ apelin receptor. inhibition, % at 20 µM. 330,000 compounds, 0.32% hits. CHO-K1 APJ beta-arrestin complementation, luminescence. P35414;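 active = inhibition above about 40% at 20 µM, limit read from the data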;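 also: cells challenged with 10 nM apelin-13 agonist together with compound; plate controls were apelin-13 plus DMSO wells for no effect and DMSO wells lacking apelin-13 for full effect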
CXCR6 block: CXCR6 (human) receptor inhibition; O00574; CHO-K1 PathHunter CXCR6 beta-arrestin, luminescence; inhibition, % at 20 µM; 360,000 compounds, 0.36% hits; AID 602244; in the data active = inhibition above about 34%, passing the limit was not always enough;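 also: antagonist mode with CXCL16 agonist at 10 nM final; 0% = 10 nM CXCL16 with DMSO and 100% = unstimulated wells without agonist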
Target sequence (O00574 whole entry, looked up): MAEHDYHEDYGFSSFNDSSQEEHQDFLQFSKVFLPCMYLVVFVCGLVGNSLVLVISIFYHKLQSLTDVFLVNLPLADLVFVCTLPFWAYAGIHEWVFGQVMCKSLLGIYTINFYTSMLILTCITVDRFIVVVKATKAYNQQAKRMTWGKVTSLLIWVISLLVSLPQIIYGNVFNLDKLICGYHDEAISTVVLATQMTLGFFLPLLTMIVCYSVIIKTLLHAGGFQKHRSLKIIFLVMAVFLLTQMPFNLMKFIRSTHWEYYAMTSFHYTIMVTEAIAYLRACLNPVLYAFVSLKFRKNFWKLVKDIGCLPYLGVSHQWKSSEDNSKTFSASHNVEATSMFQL
CCR6 antag: blocks CCL20-driven beta-arrestin recruitment at human CCR6. P51684. CHO-K1 CCR6 PathHunter beta-arrestin, luminescence, CCL20-stimulated. inhibition, % at 20 µM. 340,000 compounds, 0.49% hits;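 active = compounds whose inhibition of the agonist-driven luminescence signal at 20 µM reaches about 50%, limit read from the data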;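 also: cells stimulated with CCL20 at 14 nM final; plate controls were DMSO with CCL20 for no effect and DMSO without agonist for full effect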
Target sequence (P51684 whole entry, looked up): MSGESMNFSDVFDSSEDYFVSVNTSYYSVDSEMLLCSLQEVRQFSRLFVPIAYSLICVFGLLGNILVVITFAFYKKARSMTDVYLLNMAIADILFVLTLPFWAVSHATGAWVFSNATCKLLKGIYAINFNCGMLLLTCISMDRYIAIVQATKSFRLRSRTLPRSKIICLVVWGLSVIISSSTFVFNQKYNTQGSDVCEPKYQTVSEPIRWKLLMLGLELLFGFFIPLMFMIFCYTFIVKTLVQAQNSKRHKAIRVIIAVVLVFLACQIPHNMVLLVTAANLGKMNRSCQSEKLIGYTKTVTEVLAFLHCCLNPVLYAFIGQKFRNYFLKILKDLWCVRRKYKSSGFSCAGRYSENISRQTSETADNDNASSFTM
EBI2 block: EBI2 (human) antagonism | P32249 | EBI2 beta-arrestin recruitment, luminescence, 7a,25-OHC stimulated | inhibition, % at 5 µM | 360,000 compounds, 0.81% hits | AID 651636; in the data active = inhibition above about 38%;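 also: enzyme fragment complementation signal reports receptor beta-arrestin coupling in cells; 0% = agonist plus DMSO wells and 100% = wells without agonist; some results beyond the cut were filed as inactive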
The depositor's hits bear a star; x = no result given.

SMILES	697 NFkB inh	Jurkat NFkB inh	Gli-Sufu block	UBC13 inh	APJ antag	CXCR6 block	CCR6 antag	EBI2 block
CCN(CC)S(=O)(=O)c1ccc2oc(SCC3CN=C(c4ccc(OC)cc4)S3)nc2c1 (stereo unspecified)	-37	13	11	-9	-8	-10	16	34
O=C(O)c1ccc(NC(=O)c2cccc(C(=O)Nc3ccc(C(=O)O)cc3)c2)cc1	-30	-26	2	-1	25	-3	20	7
COc1ccc(NC(=O)CN2C(=O)NC3(CCCC3)C2=O)cc1OC	-16	4	-5	-4	2	5	1	-3
Cc1ccc(COc2ccsc2-c2n[nH]c(=S)n2C)cc1	12	10	8	16	7	1	1	-14
CC(NC(=O)Nc1ccccc1)C(c1cccs1)N1CCOCC1 (stereo unspecified)	20	-5	6	-2	-2	2	8	-5
O=C1Nc2cc(Cl)c(Cl)cc2N(O)N1c1ccccc1Cl	2	-6	-6	0	23	7	-5	-11
Cc1ccc2oc(C(=O)NC3CCS(=O)(=O)C3)c(C)c2c1 (stereo unspecified)	-26	0	6	4	-21	-7	0	5
O=C(NCCc1c[nH]c2ccccc12)/C(=C/c1cccnc1)NC(=O)c1cccs1	9	3	-1	0	2	-8	-2	2
CCCNc1ncnc2sc(C)c(C)c12	-3	17	7	8	20	-5	10	2
Cc1ccc(Nc2nc(Cl)nc(N(C)C#N)n2)cc1	21	4	-8	14	0	-5	-11	2
COC(=O)c1ccc(N2CCN(c3ccccc3)CC2)c(N)c1	10	-31	-21	12	6	10	-1	4
CCC(Sc1nc2c(c(=O)[nH]1)CCC2)C(=O)Nc1cccc(OC)c1 (stereo unspecified)	16	5	-11	10	-6	3	-14	-3
CC1(NC(=O)Cn2cc(C(F)(F)F)ccc2=O)CCS(=O)(=O)C1 (stereo unspecified)	11	-1	2	-5	7	3	8	0
CC(C)C(OC(=O)c1ccco1)C(=O)NCc1ccc2c(c1)OCO2 (stereo unspecified)	-10	1	-10	4	2	-4	4	4
COc1cccc(CNC(=O)c2ccc(CS(=O)(=O)Cc3ccc(C)cc3)o2)c1	-12	14	-1	21	18	-5	5	-1
C=CCN(CC=C)C(=S)NC(=O)c1ccc([N+](=O)[O-])cc1	6	-2	5	4	9	2	4	0
Cc1ccc(-n2c(SCC(=O)O)nc3sc4c(c3c2=O)CC(C)(C)SC4)cc1	x	x	6	x	x	-2	9	-13
CC(C)Nc1nc(-c2ccncc2)nc(-c2ccc(Cl)cc2)c1C#N	-1	-2	11	6	-26	10	15	38
CCCNC(=O)COC(=O)c1ccc(-c2ccccc2)cc1	18	4	-15	9	-26	-3	-4	2
COCC(=O)NC1CCCCCC1	9	5	4	2	22	5	10	9
COc1cccc(OC)c1NC(=O)NC(=O)c1c(OC)c(Br)cc([N+](=O)[O-])c1OC	-5	-33	4	-3	-17	-7	6	-5
COc1ccc(Cc2nc(C(=O)NCc3ccccc3OC)cs2)cc1	9	50	-1	4	10	1	27	11
O=C(c1cc(Cl)ccc1Cl)N1CCN(c2ccccn2)CC1	-14	4	20	-2	14	-1	6	1
O=S(=O)(Nc1ccon1)c1ccc(Br)cc1	1	10	-6	1	13	14	5	2
COc1nc(Nc2cccc([N+](=O)[O-])c2)nc(OC)n1	18	4	-3	8	4	0	17	-11
Cc1cccn2c(=O)nc(SCC(=O)N3CCCC3)nc12	10	7	-3	-2	13	-8	5	-12
O=C(CCS(=O)(=O)c1cccc2nonc12)NCCc1ccccc1	1	-9	-4	1	4	-2	14	-2
COC(=O)c1ccc(NC(=O)C2C3C=CC(O3)C2C(=O)O)cc1 (stereo unspecified)	16	12	-5	0	12	-3	-2	5
COc1cc(C(=O)Nc2ccccc2N2CCN(S(C)(=O)=O)CC2)cc(OC)c1OC	9	1	-1	-6	3	10	-2	0
CCNC(=O)NC(=O)C(C)Sc1nc2cc(C(=O)OC)ccc2c(=O)n1-c1ccccc1 (stereo unspecified)	6	9	19	8	3	6	-1	3
CCCCNS(=O)(=O)c1ccc(OC)c2ncccc12	-3	-7	4	1	21	1	-3	5
Clc1ccc(CCNc2nc3ccccc3n3nnnc23)cc1	15	12	0	-2	9	-3	11	-3
Cc1c(NC(=O)Nc2cccc([N+](=O)[O-])c2)c(=O)n(-c2ccccc2)n1C	-4	5	-3	11	20	6	-7	12
C#CCOCCOCCOCCNc1nc(N2CCN(C(=O)CCCCCCCCCCNC(=O)Cn3cc(CCCCCN)nn3)CC2)nc(N2CCN(C(=O)CCCCCCCCCCNC(=O)Cn3cc(C[C@@H](C)O)nn3)CC2)n1	-19	8	-6	114*	-34	-7	3	8
O=C(NCc1ccccc1)C1=C[C@H](c2ccccc2)C[C@H](OCc2ccc(CO)cc2)O1	17	4	12	-1	-40	-3	20	-3
O=C(COC(=O)Cc1ccc(Cl)cc1Cl)Nc1ccccc1OC(F)F	0	-5	-1	5	11	-3	10	5
Cc1ccnc(N2CCCC(C(=O)NCc3cccs3)C2)n1 (stereo unspecified)	19	5	1	7	12	1	3	-2
CCc1ccc(/C(C)=N/NC(=O)c2c[nH]c3ccccc23)s1	-3	-19	-32	-5	5	-4	5	-2
COc1ccc(CNC(=O)c2cccc(S(=O)(=O)N3CCCCC3)c2)cc1OC	-17	21	9	1	-8	-6	-4	-10
CC1CC(C)CN(S(=O)(=O)c2ccc(C(=O)N3CCN(c4ccccc4)CC3)cc2)C1 (stereo unspecified)	6	17	x	5	13	3	-15	57*
O=C(O)Cc1ccc(NC(=O)c2ccc(NC(=O)c3ccco3)cc2)cc1	5	-8	7	-20	6	-5	3	-5
Cc1nc(CNS(=O)(=O)c2ccc(F)cc2)cs1	4	-32	16	0	-4	2	9	-9
CCOc1cc(/C=C2/NC(=O)N(CC(=O)Nc3cccc(C)c3)C2=O)ccc1OC	19	11	-1	-1	26	10	6	2
COc1cccc(/C=C2\SC(=O)N(CCC(=O)NC3CCS(=O)(=O)C3)C2=O)c1 (stereo unspecified)	-33	-11	-4	-7	8	-5	-10	4
COc1ccccc1CN(C)C(=O)c1cc(C)nc2ccccc12	2	29	5	-5	25	-2	13	8
COCC(=O)OC1CCn2c1nc1c2C(=O)C(C)=C(NC(C)=O)C1=O (stereo unspecified)	x	x	39	x	x	-4	2	-30
CCN1CCN(C(=O)c2ccc(OC)c(S(=O)(=O)Nc3ccc(C)cc3)c2)CC1	9	-10	24	4	6	2	3	-12
CCOc1ccccc1NC(=O)CSc1ncnc2c1oc1ccccc12	-32	12	18	1	-4	5	13	14
CC(NC(=O)C1c2ccccc2Oc2ccccc21)C1CCCO1 (stereo unspecified)	5	-3	12	-7	3	6	7	4
CCC(C)(C)N=C(NC#N)Nc1cccnc1	18	2	x	-13	20	x	x	x
O=C(COC(=O)/C=C/c1ccco1)NCc1ccccc1	17	8	-36	-4	4	5	-6	-7
COc1cc2c(cc1OC)C(=O)N(C)CC2	12	-6	3	0	8	-1	3	4
CCOc1cc(/C=N\NC(=O)CC(=O)NCCc2ccccc2)ccc1O	15	-4	-1	2	12	-8	0	11
CCO/C([O-])=N/c1sn[n+](C)c1C	9	-2	3	-11	-18	-5	-2	0
Cc1nccn1CCN(C)Cc1cn(Cc2ccccc2)nc1-c1ccc2c(c1)OCO2	-24	-29	18	5	0	-4	17	-2
CC1=CC2=NC(=O)/C(=C/c3coc4ccc(Cl)cc4c3=O)C(=N)N2O1	-5	-8	-3	-26	-33	-14	-23	-15
Nc1ccc(-c2nc3ccc(N)cc3[nH]2)cc1	-178	-15	1	-7	-28	9	3	-13
CCCN1C(=O)NC2(O)C(=O)c3ccccc3C12O (stereo unspecified)	12	1	4	5	12	-2	-4	-6
COc1ccccc1Nc1nn2c(=O)c3ccc(C(=O)N4CCCC(C)C4)cc3nc2s1 (stereo unspecified)	8	3	19	1	4	23	20	30
CCOc1ccc(NC(=O)CSc2nc(O)c(C)c(=O)n2-c2ccc(F)cc2)cc1	26	17	-27	3	3	5	-3	0

The last 6 entries of the section above lead into the next.
SMILES	697 NFkB inh	Jurkat NFkB inh	Gli-Sufu block	UBC13 inh	APJ antag	CXCR6 block	CCR6 antag	EBI2 block
Cc1nccn1CCN(C)Cc1cn(Cc2ccccc2)nc1-c1ccc2c(c1)OCO2	-24	-29	18	5	0	-4	17	-2
CC1=CC2=NC(=O)/C(=C/c3coc4ccc(Cl)cc4c3=O)C(=N)N2O1	-5	-8	-3	-26	-33	-14	-23	-15
Nc1ccc(-c2nc3ccc(N)cc3[nH]2)cc1	-178	-15	1	-7	-28	9	3	-13
CCCN1C(=O)NC2(O)C(=O)c3ccccc3C12O (stereo unspecified)	12	1	4	5	12	-2	-4	-6
COc1ccccc1Nc1nn2c(=O)c3ccc(C(=O)N4CCCC(C)C4)cc3nc2s1 (stereo unspecified)	8	3	19	1	4	23	20	30
CCOc1ccc(NC(=O)CSc2nc(O)c(C)c(=O)n2-c2ccc(F)cc2)cc1	26	17	-27	3	3	5	-3	0
CC(C)Nc1ncnc2c1cnn2-c1ccc(Cl)cc1	-422	-202	-95	16	2	-7	1	3
COc1ccc(CCNc2nc(=S)[nH]c3cc(OC)c(OC)cc23)cc1OC	0	8	36	7	-4	-24	5	-4
CCCCn1c(=O)[nH]c(=O)c2c1nc(-c1ccc(-c3ccccc3)cc1)n2C	4	4	53	9	-4	-11	4	1
CC1(C)SC(=S)N(/N=C/c2ccccc2)C1N(O)C(=O)Nc1ccc([N+](=O)[O-])cc1 (stereo unspecified)	-7	-13	2	-9	29	30	35	8
O=C1C2ON(c3ccccc3)C(c3ccncc3)C2C(=O)N1c1ccccc1 (stereo unspecified)	-8	2	-2	-2	0	1	-9	-1
Cc1ccc(NNC(=O)C(=O)N2CCCCC2)cc1	16	24	3	0	2	2	9	0
O=C(c1cnn2c(C(F)(F)F)cc(-c3ccco3)nc12)N1CCCCCC1	-9	-13	3	-4	1	7	-3	2
O=C(O)C/C(=C\c1ccc2c(c1)OCO2)c1nc2ccccc2s1	-29	-36	-23	0	-3	-12	6	-8

4 entries already listed, arranged by number of heavy atoms, smallest number first.
SMILES	697 NFkB inh	Jurkat NFkB inh	Gli-Sufu block	UBC13 inh	APJ antag	CXCR6 block	CCR6 antag	EBI2 block
Cc1ccc(NNC(=O)C(=O)N2CCCCC2)cc1	16	24	3	0	2	2	9	0
CC(C)Nc1ncnc2c1cnn2-c1ccc(Cl)cc1	-422	-202	-95	16	2	-7	1	3
O=C(O)C/C(=C\c1ccc2c(c1)OCO2)c1nc2ccccc2s1	-29	-36	-23	0	-3	-12	6	-8
COc1ccc(CCNc2nc(=S)[nH]c3cc(OC)c(OC)cc23)cc1OC	0	8	36	7	-4	-24	5	-4
